Screens: PubChem BioAssay, several laboratories
FXIa inh: human FXIa protease inhibitors, primary screen, biochemical, 1536-well; Coagulation factor XI (Homo sapiens), P03951; purified FXIa, Boc-Glu-Ala-Arg-AMC fluorogenic substrate; inhibition, % at 5 µM; 0.14% of 220,000 active;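 active = inhibition of at least 40%; inactive = inhibition below 40%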;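 also: fluorescence of freed AMC excited at 355 nm; 0% = enzyme without compound and 100% = no enzyme blank; many of its hits are not listed in these tables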
KLK5 inh: human KLK5 protease inhibitors, primary screen, biochemical, 1536-well; Kallikrein-5 (Homo sapiens), Q9Y337; recombinant hK5, fluorogenic AMC substrate cleavage; inhibition, % at 5 µM; 0.59% of 210,000 active;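 active = inhibition of 40% or more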;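 also: 0% = enzyme controls without compound and 100% = no-enzyme blanks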
Target sequence (Q9Y337 67-293 limits assumed): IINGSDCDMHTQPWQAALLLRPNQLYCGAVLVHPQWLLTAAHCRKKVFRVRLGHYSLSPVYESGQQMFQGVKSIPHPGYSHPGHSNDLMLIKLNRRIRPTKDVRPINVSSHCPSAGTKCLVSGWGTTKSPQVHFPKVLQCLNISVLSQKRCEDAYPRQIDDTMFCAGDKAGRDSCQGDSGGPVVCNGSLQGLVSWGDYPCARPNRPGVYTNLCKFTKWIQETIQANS
Wee1 stabilizer: Wee1 degradation inhibitors, primary screen, cell-based, HeLa, Wee1K328M-luciferase, luminescence. HeLa Luc-Wee1K328M stability; 100% = proteasome inhibitor MG132 effect. reporter increase, % at 5 µM. 1.2% of 220,000 active. AID 1321, 2008;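 active = activation above the mean of all tested compounds plus 3 SD, set per screening run, cut at about 8.8% in these data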;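 also: cells exposed to compound for 20 h before luminescence read; 0% = DMSO alone and 100% = MG132 at 30 µM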
FXIIa inh 1536: human FXIIa protease inhibitors, primary screen, biochemical, 1536-well | 0.3% of 220,000 active | AID 800, 2007 | inhibition, % at 5 µM | Coagulation factor XII (Homo sapiens), P00748 | purified FXIIa, Boc-QGR-AMC fluorogenic substrate, 2 h; in the data active = inhibition above about 40%;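 also: 0% = enzyme with no compound and 100% = blank without enzyme; many of its hits are not listed in these tables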
Target sequence (P00748 20-372 limits assumed): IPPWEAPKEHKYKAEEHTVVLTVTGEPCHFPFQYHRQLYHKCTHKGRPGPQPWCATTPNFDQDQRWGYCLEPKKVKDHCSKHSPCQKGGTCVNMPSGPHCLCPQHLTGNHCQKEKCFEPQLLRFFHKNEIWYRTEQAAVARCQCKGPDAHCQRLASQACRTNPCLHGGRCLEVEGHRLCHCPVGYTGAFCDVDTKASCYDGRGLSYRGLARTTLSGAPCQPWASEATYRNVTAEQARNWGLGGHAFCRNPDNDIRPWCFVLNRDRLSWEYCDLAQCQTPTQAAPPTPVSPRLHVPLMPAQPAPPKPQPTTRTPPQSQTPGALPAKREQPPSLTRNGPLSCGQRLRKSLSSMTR
Target sequence (P00748 373-615 limits assumed): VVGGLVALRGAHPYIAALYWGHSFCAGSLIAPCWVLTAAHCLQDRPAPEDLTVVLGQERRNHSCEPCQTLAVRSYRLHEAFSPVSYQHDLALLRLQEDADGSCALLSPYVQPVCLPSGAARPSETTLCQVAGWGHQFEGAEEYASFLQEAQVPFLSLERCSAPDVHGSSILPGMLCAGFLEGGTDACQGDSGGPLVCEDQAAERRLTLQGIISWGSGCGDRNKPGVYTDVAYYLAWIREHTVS
Furin inh: human furin inhibitors, primary screen, biochemical, fluorescence intensity; P09958; 0.061% of 220,000 active; purified furin, fluorogenic substrate cleavage; inhibition, % at 30 µM; in the data active = inhibition above about 25%; also: inactives centre near -15
thrombin 1536: human alpha-thrombin inhibitors, primary screen, counter-screen for coagulation protease inhibitor project, biochemical, 1536-well, fluorogenic AMC substrate | Prothrombin (Homo sapiens), P00734 | Boc-VPR-AMC fluorogenic substrate cleavage | inhibition, % at 5 µM | 0.26% of 220,000 active | AID 1046, 2008;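 active = inhibition at or above 40%; inactive = inhibition below 40%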;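 also: 0% = enzyme with no compound and 100% = wells without enzyme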
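signal = AMC fluorescence, 355/460 nm | material = human alpha-thrombin enzyme | control set = enzyme without compound as high, wells lacking enzyme as low | times = reaction at room temperature | read-out basis = percent inhibition scaled between no-compound controls and no-enzyme blanks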
Cl transport mod: KCC2 cotransporter modulators, thallium flux, primary screen, cell-based, HEK293 KCC2, FluoZin-2 fluorescence, MLSMR | B-score of Tl+ flux slope (higher = more flux/activation; lower = inhibition) at 10 µM | AID 1456, 2008 | KCC2 cells, thallium flux FluoZin-2 fluorescence | 2.2% of 190,000 active;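 active = thallium flux slope and its plate-corrected score both differing from the plate sample mean at a set confidence after two filtering rounds, in either direction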;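 also: slope of fluorescence scaled to starting intensity during 10 to 20 s after thallium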
PERK inhibitor: block of dimerizer-induced PERK translation repression, primary screen, PERK inhibitor project, CHO PERK-DD cells, SEAP luminescence, HTS; Eukaryotic translation initiation factor 2-alpha kinase 3 (Homo sapiens), Q9NZJ5; CHO PERK-DD fusion, SEAP luminescence translation reporter; inhibition, % at 5.6 µM; 0.17% of 220,000 active; AID 1416, 2008;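 active = inhibition above the mean inhibition of all tested compounds plus 3 SD, set separately per screening campaign, cut at about 2.9% in these data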;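 also: PERK kinase domain activated by AP20187 dimerizer at 100 nM; 0% = DMSO with dimerizer and 100% = rapamycin at 8.4 µM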
p97 inhibitor: inhibitors of human p97 ATPase, primary screen, biochemical; Transitional endoplasmic reticulum ATPase (Homo sapiens), P55072; recombinant p97 ATPase, Kinase-Glo ATP luminescence, 3 h; inhibition, % at 8 µM; 0.42% of 220,000 active; AID 1481, 2009; in the data active = inhibition above about 15%;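 also: 0% = DMSO vehicle and 100% = wells lacking enzyme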
* marks the source's active call; other numbers are inactive results; i = inactive; . = no result given; [ ] = dose if it differs, or a comment. Hits appear at their usual frequency; any-hit rate near 4.4%.

The line under a structure holds: FXIa inh | KLK5 inh | Wee1 stabilizer | FXIIa inh 1536 | Furin inh | thrombin 1536 | Cl transport mod | PERK inhibitor | p97 inhibitor
O=C1CCCc2ccccc2N1Cc1ccccc1Cl
  2 | -4 | -1 | 12 | -6[20 µM] | 1 | . | 1.7 | 3
CN1/C(=C\C=C(C#N)C#N)C(C)(C)c2ccccc21
  -2 | -1 | 0 | 6 | -13 | 12 | i | 0.6 | 1
O=C(CSc1ccsc1[N+](=O)[O-])Nc1cccc(F)c1
  -8 | -14 | 1 | 6 | -30 | -23 | -0.33 | 0.6 | 4
C/C=C/c1ccc(OCC(O)CN2CCCCC2CC)c(OC)c1 (centres undefined)
  -3 | -1 | 0 | 9 | -19 | -11 | -0.37 | -0.2 | -1
COc1ccc(C2(CNC(=O)CCC(=O)O)CCCC2)cc1OC
  -7 | 0 | 0 | 0 | -18[20 µM] | -5 | . | -1.1 | -2
COc1ccc(NC(=O)Cn2c(CCC(=O)O)ccc2-c2ccc(C)cc2)cc1
  0 | -3 | 4 | 6 | -15 | -5 | 1.7 | 1.7 | 5
COc1cc(C(=O)N2CCC(N3CCCCCC3)CC2)cc(OC)c1OC
  . | . | -2 | . | -18[20 µM] | . | 1.5 | 0.3 | -3
S=C(NCCc1ccccn1)Nc1ccccc1Cl
  -1 | -6 | 0 | 10 | -10 | 2 | 1.5 | 1.3 | 2
Cc1cccc(NC(=O)CSc2ccc(C(N)=O)cc2[N+](=O)[O-])c1C
  -9 | -11 | -1 | -3 | 3 | -12 | -0.00067 | 0.5 | 0
COC(=O)CN=C1OC(=O)N2C(=O)C3=C4[C@@H](C[C@H]5C(=O)N(c6ccccc6)C(=O)[C@H]5[C@H]4[C@@]12Cc1ccccc1)[C@H]1C(=O)N(c2ccccc2)C(=O)[C@H]1[C@H]3C
  0 | 1 | . | 18 | -9 | -3 | 2.1 | . | .
Cc1[nH]c2ccc(F)cc2c1CCNC(=O)C1CCCCC1C(=O)OCC(F)(F)F (centres undefined)
  12 | 15 | -1 | 16 | -10 | 24 | -1.5 | -0.7 | -7
CC(C)CN(C(=O)CSc1nnc(-c2ccco2)o1)c1c(N)n(Cc2ccccc2)c(=O)[nH]c1=O
  -5 | -8 | 3 | -1 | -17 | -9 | 0.55 | -0.4 | 3
Cc1ccccc1NC(=O)C(Cc1ccccc1)n1cccc1 (centres undefined)
  7 | 7 | 8 | 39 | 4 | 12 | -0.08 | -0.5 | -5
CCC1Oc2ccc(Cl)cc2N(CC(=O)O)C1=O (centres undefined)
  -2 | 1 | -3 | -7 | -26 | -19 | 0.09 | -1.2 | 4
Cc1cccc(OCC(=O)Nc2nnn(C)n2)c1C
  -2 | -13 | -2 | 3 | -4[20 µM] | -11 | -0.88 | 0.0 | 3
CCOC(=O)N1CCC(NCCNC(=O)c2ccc(Cl)cc2)CC1
  -5 | -2 | -1 | 1 | -15[20 µM] | -6 | . | -0.3 | 5
Cc1cccn2cc(CCNS(=O)(=O)c3ccc4c(c3)OCCO4)nc12
  -5 | -25 | 5 | 6 | -16 | -10 | 0.45 | 0.9 | -4
FC(F)(F)c1nnc2ccc(N3CCCCCC3)nn12
  21 | -17 | -3 | 29 | -23 | 0 | -0.77 | -0.9 | -5
CN(Cc1ccccc1)S(=O)(=O)c1cccc2nsnc12
  -4 | -10 | -1 | 3 | -19 | 6 | -1.1 | 1.9 | -3
CN1CCN(C(=O)CSc2nc(-c3ccncc3)ccc2C#N)CC1
  -5 | -1 | 2 | -5 | -12 | -4 | 0.07 | -0.3 | 5
Cc1cc(S(=O)(=O)Nc2ccc(N(C)C)cc2)c(C)s1
  0 | -19 | -4 | -10 | -7[20 µM] | -8 | . | -0.7 | 0
CCN1CCCC1CNC(=O)c1cc2c(C)nc3ccccc3c2o1 (centres undefined)
  -8 | -18 | 1 | -5 | -13 | 2 | 0.83 | -0.5 | 9
OCc1ccccc1CNCc1ccccc1
  5 | -9 | 0 | 18 | -15 | 3 | . | -0.2 | 0
Cn1cccc1Cc1nnc(SCC(=O)Nc2ccccc2)n1-c1ccc(F)cc1
  -6 | -14 | -1 | 1 | -17 | 0 | 1.2 | -0.5 | 2
CCOC(=O)C1CCN(S(=O)(=O)c2cccc(-c3cn4cccnc4n3)c2)CC1
  -4 | -3 | -1 | -2 | -68[20 µM] | -6 | 0.78 | -0.6 | -1
Cc1ccc(CN2CCN(/N=C\c3cccc([N+](=O)[O-])c3)CC2)cc1
  2 | -1 | 5 | 5 | -27 | -8 | -0.47 | 0.0 | 0
O=c1c(-c2cccc3ccccc23)[n+]([O-])c2ccccc2n1O
  2 | 31 | 4 | 7 | 10[20 µM] | 13 | 1.3 | 0.2 | 6
COc1ccc(/C=C2\SC(=O)N(CCNC(=O)C3CC(=O)N(c4ccccc4)C3)C2=O)cc1 (centres undefined)
  4 | -2 | 0 | 17 | -18 | 4 | 0.006 | -0.2 | 0
COc1ccc(NC(=S)Nc2cc(C)cc(C)n2)cc1OC
  0 | -7 | -1 | 9 | -11 | -2 | -0.058 | 0.0 | 6
COc1cc(/C=C2\C(=O)N(CCC#N)N=C2C)c(Br)cc1OC(C)C
  4 | -7 | -1 | 7 | -10[20 µM] | -4 | 0.083 | 1.0 | 11

Some of the entries so far, with each value named.
> FC(F)(F)c1nnc2ccc(N3CCCCCC3)nn12
  FXIa inh = 21 | KLK5 inh = -17 | Wee1 stabilizer = -3 | FXIIa inh 1536 = 29 | Furin inh = -23 | thrombin 1536 = 0 | Cl transport mod = -0.77 | PERK inhibitor = -0.9 | p97 inhibitor = -5
> CN(Cc1ccccc1)S(=O)(=O)c1cccc2nsnc12
  FXIa inh = -4 | KLK5 inh = -10 | Wee1 stabilizer = -1 | FXIIa inh 1536 = 3 | Furin inh = -19 | thrombin 1536 = 6 | Cl transport mod = -1.1 | PERK inhibitor = 1.9 | p97 inhibitor = -3

Next compounds follow:
The line under a structure holds: FXIa inh | KLK5 inh | Wee1 stabilizer | FXIIa inh 1536 | Furin inh | thrombin 1536 | Cl transport mod | PERK inhibitor | p97 inhibitor
N/C(=N\OC(=O)COc1ccc(Cl)cc1Cl)c1ccccn1
  -4 | -4 | 2 | -3 | -21 | -13 | -0.4 | -0.2 | -5
COC(=O)[C@@H](NC(=O)NC1CCN(Cc2ccccc2)CC1)C(C)C
  -9 | -19 | 1 | 8 | -18 | -14 | . | 1.1 | 2
O=C(Cn1nnc2c(cnn2-c2ccccc2)c1=O)NCc1cccs1
  19 | -27 | -2 | 19 | -17 | -7 | . | 0.4 | 4
Cc1ccc(-n2c(SCC(=O)N3CCOCC3)nnc2-c2cccnc2)cc1
  28 | -7 | 1 | 6 | -30 | 6 | -0.11 | 1.3 | 0
Cc1cccc(C(=O)O/N=C/c2ccc(Br)cc2)c1
  -2 | 1 | 0 | 11 | -24 | 4 | -0.078 | 0.3 | -2
CCCCCC1(C(=O)OCC)CC(CSC(=N)N)OC1=O (centres undefined)
  -1 | 4 | 3 | 13 | -21 | -2 | -0.029 | 0.2 | -6
Cc1cccc2[nH]c3c(N4CCC5(CC4)OCCO5)ncnc3c12
  -3 | -22 | -2 | -2 | -2[20 µM] | -2 | -2 | -0.8 | 6
Cc1ccc(NC2=C(Cl)C(=O)OC2OC(=O)c2ccccc2)c(C)c1 (centres undefined)
  -5 | -10 | -2 | 1 | -22 | -12 | -1.9 | 0.1 | 1
Cc1cccc(OCCc2c(C)[nH]c(=S)[nH]c2=O)c1
  -1 | -9 | 1 | 6 | -30 | 2 | 0.49 | 0.5 | 0
O=C(/C=C/c1ccccc1)NC(=S)Nc1ncccn1
  0 | 0 | 3 | 8 | -19 | -5 | -1.4 | 0.1 | -3
O=C(c1cc2ncc(Br)cn2n1)N1CCN(C(=O)c2ccco2)CC1
  -6 | -8 | 1 | 12 | -20[20 µM] | 4 | 0 | 0.5 | 0
CC(C)(C)NC(=O)C1Cc2ccccc2CN1C(=O)Nc1ccccc1Cl (centres undefined)
  1 | -10 | -2 | 9 | -24[20 µM] | 1 | . | 0.1 | -1
Cc1onc(-c2ccccc2)c1C(=O)Nc1ccc2c(c1)OCCO2
  -12 | -4 | 6 | 7 | -20 | 1 | -0.86 | -0.1 | 2
Cc1ccc(NC(=O)Nc2cccc([N+](=O)[O-])c2)nc1
  -5 | -4 | -1 | 9 | -13 | -12 | -0.71 | 0.7 | -4
Cc1ccnc(N2CCN(c3c4c(c(C#N)c5nc6ccccc6n35)CCC4)CC2)c1
  . | . | 1 | . | -15[20 µM] | . | -0.22 | -0.2 | 4
COc1ccc(O)c(-c2c(-c3ccc(Cl)cc3)n[nH]c2C)c1
  -3 | 16 | -1 | 9 | -10 | -4 | . | -0.8 | 0
Cc1cc(C)c(C#N)c(SCc2cc3c(cc2Cl)OCO3)n1
  4 | -8 | 3 | 6 | -4[20 µM] | 1 | 0.96 | 1.1 | 6
O=C(Cc1ccccc1)NN1C(=O)C2C3C=CC(C3)C2C1=O (centres undefined)
  -11 | -1 | 2 | -14 | -25[20 µM] | -10 | . | 1.4 | 1
CCOC(=O)c1ccc(Oc2cc(C)nc(Cl)n2)cc1
  2 | 1 | 3 | 6 | -19 | 2 | 1.3 | 0.1 | 3
O=c1c2cc(Br)ccc2nc(-c2ccc([N+](=O)[O-])cc2)n1O
  3 | 9 | 3 | 8 | -20 | 6 | 72* | -0.2 | 4
CS(=O)(=O)c1nc(-c2ccccc2)c(-c2ccccc2)[nH]1
  1 | -10 | -2 | 3 | -14 | -7 | 0.35 | -0.2 | 0
COCCSc1ccccc1C(=O)N1CCc2ccccc2C1
  -3 | -16 | 1 | 0 | -27 | 2 | 0.13 | 1.6 | -1
CCc1ccc(N(CC(=O)NC2CCCCC2)S(=O)(=O)c2c(C)noc2C)cc1
  0 | 0 | 2 | 7 | -29 | 9 | . | 1.3 | -1
COC(=O)c1cc(NC(=O)c2nn(C)c(=O)c3ccccc23)cc(C(=O)OC)c1
  1 | 4 | -1 | . | -30 | 0 | -0.5 | -0.2 | 0
Cc1ccccc1NC(=O)COC(=O)Cc1cccc(C(F)(F)F)c1
  5 | 1 | 1 | -6 | -13 | 21 | 0.026 | 0.1 | -4
CCc1ccc2nc(N=C(N)N)nc(C)c2c1
  -3 | -1 | -2 | 4 | -10 | 0 | 0.13 | 0.5 | -1
Cc1ccc(NCC(O)Cn2cnc3c2c(=O)n(C)c(=O)n3C)cc1 (centres undefined)
  2 | -2 | -2 | 5 | -19 | -5 | . | 1.2 | 4
O=C(CNC(=O)c1cccc(F)c1)N/N=C/c1ccc([N+](=O)[O-])s1
  1 | -5 | 1 | 3 | -11 | 2 | 0.41 | 0.1 | 1
c1ccc(Nc2nc3ccccc3[nH]2)nc1
  -8 | -72 | 2 | 12 | -7 | -14 | 0.36 | -0.7 | 0
COc1ccc(N(CC(=O)NCC2CCCO2)S(=O)(=O)c2c(C)noc2C)cc1 (centres undefined)
  2 | 1 | -1 | 11 | -30 | -2 | . | -0.2 | 4
